Screening data as filed in PubChem.
PV pol inh: poliovirus RNA polymerase inhibition | poliovirus polymerase elongation, fluorescence polarization; active compounds read low | 150,000 tested, 0.66% active | AID 588519 | P03300 | % elongation, % (compound at 16.7 µg/mL); in the data active = % elongation below about 90%; note: some results filed as inactive read as strong as hits
Target sequence (P03300 1749-2209 limits assumed): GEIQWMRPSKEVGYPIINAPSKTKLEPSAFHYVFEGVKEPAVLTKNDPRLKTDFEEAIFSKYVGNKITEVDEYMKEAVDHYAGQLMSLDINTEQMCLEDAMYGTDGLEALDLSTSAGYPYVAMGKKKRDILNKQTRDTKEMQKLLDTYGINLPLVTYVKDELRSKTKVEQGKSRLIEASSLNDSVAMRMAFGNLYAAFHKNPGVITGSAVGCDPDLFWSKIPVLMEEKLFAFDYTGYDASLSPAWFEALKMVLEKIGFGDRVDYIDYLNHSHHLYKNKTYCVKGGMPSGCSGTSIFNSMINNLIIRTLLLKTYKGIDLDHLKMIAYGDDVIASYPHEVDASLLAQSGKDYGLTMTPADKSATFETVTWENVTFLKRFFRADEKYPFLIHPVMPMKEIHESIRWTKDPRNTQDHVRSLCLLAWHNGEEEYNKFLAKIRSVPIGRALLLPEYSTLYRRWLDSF
PV pol inh FP z-score: further read-out of PV pol inh, marked with its call; z-score; measured here: FP z-score; hits read low
Numbers without * were called inactive; & = joins results of further samples.

SMILES	PV pol inh	PV pol inh FP z-score
COc1ccc(N2CC(NC(=O)C(c3ccccc3)c3ccccc3)CC2=O)cc1 (configuration not stated)	108	0.2
O=C(O)c1ccccc1C(=O)NCCN1CCNC1=O	104	0.4
Cc1ccccc1CNC(=O)C1CCCN(S(=O)(=O)N(C)c2ccc(F)cc2)C1 (configuration not stated)	109	0.3
CSc1ncc(C(=O)NC(C)c2ccccn2)n1-c1ccc(F)cc1 (configuration not stated)	101	0
Cc1ccc(Sc2ncccc2C(=O)Nc2ccnn2C2CCN(C)CC2)cc1	105	0.7
CN(CC(=O)Nc1ccc(OC(F)(F)F)cc1)S(=O)(=O)c1ccc2c(c1)CCC(=O)N2	110	1.4
COc1ccc(CCN(Cc2cc3cc4c(cc3[nH]c2=O)OCO4)C(=O)c2ccncc2)cc1OC	102	0.3
O=S(=O)(Nc1ccncc1)c1ccccc1	104	0.6
Cc1ccc(C(=O)Sc2nnc3sc4ccccc4n23)cc1	102	-0.2
Cc1noc(C)c1-n1sc(=O)n(CC2CC2)c1=O	93	-2.3
N#CC(C#N)=CNCC(c1ccc(F)cc1)N1CCOCC1 (configuration not stated)	101	-0.2
Cc1cc(C(=O)OCC(=O)N2CCc3ccccc32)c(C)o1	101	-0.4
O=c1c2ccccc2nc(/C=C\c2ccc(F)cc2)n1-c1ccccc1F	114	1.3
O=C(Nc1scc(-c2cccs2)c1C(=O)O)c1cccs1	100	-0.8
COc1cc(CN2CCN(C(=O)c3cccc4ccccc34)CC2)cc(OC)c1OC	103	0.3
CC(C)COc1ccc(C(=O)N(C)Cc2ccccc2)cc1	102	0
CCCC(=O)C1CCOC(C)(CC)C1 (configuration not stated)	100	-0.8
COc1ccc(C2CC(c3ccccc3)=NN2C(=O)Cn2nnc3ccccc32)cc1 (configuration not stated)	99	-0.5
CCC(=O)OCC(=O)Nc1ccc(Br)cc1Br	100	-0.3
CCc1ccccc1N(C)S(=O)(=O)c1c(C)noc1/C=C/N1CCOCC1	102	0.3
Cn1cccc1Cc1nnc(SCC(=O)NO)n1-c1ccc(OC(F)(F)F)cc1	102	-0.3
CC(=O)Nc1ccc(S(=O)(=O)Nc2cc(-c3cn4ccccc4n3)ccc2C)cc1	105	-0.3
Cc1ccc(Nc2c(-c3ccc(N4CCOCC4)cc3)nc3ncccn23)c(C)c1	112	0.1
CCC(=O)Nc1ccccc1-c1nc2ccccc2n(Cc2cccc(Br)c2)c1=O	107	0.1
COc1ccc(NC(=O)Nc2ccccn2)cc1	102	0.1
Cc1ccc2nc(NC(=O)C3CCCN(S(=O)(=O)c4ccc(Br)s4)C3)sc2c1 (configuration not stated)	102	0.2
Cn1c(N)c(C(=O)COC(=O)C2CCN(C3=NS(=O)(=O)c4ccccc43)CC2)c(=O)n(C)c1=O	98	-0.9
CCC(C)NC(=O)c1cc2c(Cl)nc3ccc(C)cc3c2s1 (configuration not stated)	101	-0.5
NS(=O)(=O)c1ccc(CCNC(=O)c2oc(=O)c3ccccc3c2-c2ccccc2)cc1	101	-0.5
CCCN1CNC(=S)N(c2ccccc2OC)C1	101	-0.2
CC(C)(C)NC(=O)CSc1nnc([C@H](Cc2ccccc2)NC(=O)OC(C)(C)C)o1	105	1
COc1ccc(CCCc2nnc(SCC(=O)Nc3ccccc3F)o2)cc1C	104	-0.3
CC(C)(C)C(=O)N1CCN(S(=O)(=O)c2ccccc2)CC1	103	0.1
CCc1nc2sc3c(N4CCCCC4)ncnc3c2c2c1CCCC2	105	0.1
CN1C(C(=O)NC(C)(C)C)=CC(c2cccs2)=NS1(=O)=O	105	1.8
O=C(CCCOc1ccccc1)Nn1cnnc1	101	0.2
CCN1CCN(C(=O)CN(c2cccc(C(F)(F)F)c2)S(=O)(=O)c2ccc(C)cc2)CC1	103	1.5
CCC1CCc2nc3sc(C(=O)NC(C)c4ccccc4)c(N)c3cc2C1 (configuration not stated)	102	0
CCCn1c2ccccc2c2cnn(CC(=O)N(CC)c3cc(C)ccc3C)c(=O)c21	105	-0.3
COCCNC(=S)N1CCN(S(C)(=O)=O)CC1	98	-1.4
CC(C)c1ccc(-n2nnc3ccccc3c2=O)cc1	101	0
S=c1[nH]nc(-c2cc(-c3ccccc3)n[nH]2)n1C1CC2C=CC1C2 (configuration not stated)	100	-0.5
COc1ccc(NC(=O)CSc2nc3ccccc3n2CC(=O)N2CCCCC2C)cc1 (configuration not stated)	104	-0.3
Cc1cc(Cl)nc2ccc(Cl)cc12	101	0
O=C(CSc1nc(O)cc(=O)[nH]1)c1ccc(O)cc1O	101	0
COC(=O)C1(CO)NC(c2ccc(Cl)cc2)C2C(=O)N(C)C(=O)C21 (configuration not stated)	101	0
Cc1cc(-c2noc(-c3cc(C)on3)n2)no1	105	0.3
Nc1ccc(C(=O)OCC(=O)Nc2ccc(Br)cc2Br)cc1	104	0.8
COc1ccc(-c2noc(COC(=O)c3c4ccccc4cc4ccccc34)n2)c(OC)c1	102	0
COC(=O)c1ccc(OC(=O)c2ccccc2)cc1	102	0.7
CC(C)N(c1nnc(N)s1)C(C)C	107	0.4
Cc1ccc(CN2c3ccccc3-c3nc(SCC(=O)NCCc4ccccc4)ncc3S2(=O)=O)cc1	106	0
CCOC(CSc1nnc2c3ccccc3n(CC)c2n1)OCC	101	-0.2
O=C(/C=C/c1c(Cl)nc2sccn12)OCc1ccco1	101	-0.3
COc1ccccc1CNC(=O)C(Cc1ccccc1)NS(=O)(=O)c1ccc2c(c1)oc(=O)n2C (configuration not stated)	106	-0.5
COc1ccccc1N1CCN(C(=O)CSc2nc(C)c(C)c(=O)[nH]2)CC1	102	0.1
C=CC[n+]1c(C)csc1Nc1ccc(C)cc1	102	0.2
CCc1ccc(CN(C)C(C)C(=O)Nc2ccc(NC(C)=O)cc2)cc1 (configuration not stated)	101	-0.2
O=C(NC1CC1)C1CCN(C(=O)c2cnn(-c3ccccc3)c2-n2cccc2)CC1	105	1.2
O=C(NC1CCCCC1)/C(=N\O)c1ccccn1	103	0.2

The list continues.
SMILES	PV pol inh	PV pol inh FP z-score
CCOC(=O)c1cc2c(=O)n3ccccc3nc2n(CCOC)c1=NC(=O)c1cc2ccccc2o1	108	1
Cc1oc2ccc(O)c(CN3CCN(C)CC3)c2c1C(=O)OCC(C)C	101	-0.1
COc1cc(OC)cc(C(=O)NC(C(=O)N2CCC2)C(C)C)c1 (configuration not stated)	106	0.5
Cc1cc2nc3n(c2cc1C)CCCN3	102	0.2
CC(=O)N1CCCc2cc(S(=O)(=O)N(C)CC(=O)Nc3ccc(C)cc3C)ccc21	108	0.2
CCN(CC)C(=O)C1CCCN(c2ncnc3c2nc2n3CCCCC2)C1 (configuration not stated)	106	-0.1
Cc1nc2c(C(=O)NCCc3ccc(Cl)cc3)cnn2c(C)c1Cc1ccc(F)cc1	108	-0.1
O=C(NCCOC12CC3CC(CC(C3)C1)C2)c1nc(-c2cccnc2)no1	102	0.1
COc1ccc(N/C(N)=N/c2nc(CSc3nc4ccccc4s3)cc(=O)[nH]2)cc1	101	-0.2
CCOC(=O)N1CCc2c(sc3c2c(=O)n(Cc2ccccc2)c(=O)n3CC(=O)Nc2cccc(CC)c2)C1	107	0.9
O=C(Nc1cc(Cl)ccc1Cl)c1cc(S(=O)(=O)N2CCCc3ccccc32)ccc1F	111	0.6
CCN(C(=O)CCc1nc(-c2ccc(C)cc2)no1)c1cccc(C(F)(F)F)c1	103	-0.7
COC(OC)c1ccc(C#N)c(SCC(=O)c2ccc(Cl)cc2)n1	103	0.5
CCCCN(CC)C(=O)c1cc2c(=O)n3ccccc3nc2n1C	111&101	0.9&-0.7
Cc1ccc(-n2c(SCC(=O)NCc3ccccc3)nc3n[nH]c(C)c3c2=N)cc1Cl	109	0.8
Cc1ccc(NC(=O)Cn2c(=O)oc3cc(S(=O)(=O)N4CCCC4)ccc32)cc1F	103	-0.6
CN1CCC(NCCc2ccccc2)CC1	101	-0.3
O=C(O)Cc1ccc2sc(-c3ccccc3)nc2c1	102	-0.1
CN1C/C(=C/c2ccc(O)cc2)C(=O)/C(=C/c2ccc(O)cc2)C1	97	-0.5
O=C(NC(=S)NCc1ccccc1)C1CCCC1	99	-0.1

Some of the entries above in another layout.
smiles,PV pol inh,PV pol inh FP z-score
COc1ccc(N2CC(NC(=O)C(c3ccccc3)c3ccccc3)CC2=O)cc1 (configuration not stated),108,0.2
O=C(O)c1ccccc1C(=O)NCCN1CCNC1=O,104,0.4
Cc1ccccc1CNC(=O)C1CCCN(S(=O)(=O)N(C)c2ccc(F)cc2)C1 (configuration not stated),109,0.3
CSc1ncc(C(=O)NC(C)c2ccccn2)n1-c1ccc(F)cc1 (configuration not stated),101,0
Cc1ccc(Sc2ncccc2C(=O)Nc2ccnn2C2CCN(C)CC2)cc1,105,0.7
CN(CC(=O)Nc1ccc(OC(F)(F)F)cc1)S(=O)(=O)c1ccc2c(c1)CCC(=O)N2,110,1.4
COc1ccc(CCN(Cc2cc3cc4c(cc3[nH]c2=O)OCO4)C(=O)c2ccncc2)cc1OC,102,0.3
O=S(=O)(Nc1ccncc1)c1ccccc1,104,0.6
Cc1ccc(C(=O)Sc2nnc3sc4ccccc4n23)cc1,102,-0.2
Cc1noc(C)c1-n1sc(=O)n(CC2CC2)c1=O,93,-2.3
N#CC(C#N)=CNCC(c1ccc(F)cc1)N1CCOCC1 (configuration not stated),101,-0.2
Cc1cc(C(=O)OCC(=O)N2CCc3ccccc32)c(C)o1,101,-0.4
O=c1c2ccccc2nc(/C=C\c2ccc(F)cc2)n1-c1ccccc1F,114,1.3
O=C(Nc1scc(-c2cccs2)c1C(=O)O)c1cccs1,100,-0.8
COc1cc(CN2CCN(C(=O)c3cccc4ccccc34)CC2)cc(OC)c1OC,103,0.3
CC(C)COc1ccc(C(=O)N(C)Cc2ccccc2)cc1,102,0
CCCC(=O)C1CCOC(C)(CC)C1 (configuration not stated),100,-0.8
COc1ccc(C2CC(c3ccccc3)=NN2C(=O)Cn2nnc3ccccc32)cc1 (configuration not stated),99,-0.5
CCC(=O)OCC(=O)Nc1ccc(Br)cc1Br,100,-0.3
CCc1ccccc1N(C)S(=O)(=O)c1c(C)noc1/C=C/N1CCOCC1,102,0.3
Cn1cccc1Cc1nnc(SCC(=O)NO)n1-c1ccc(OC(F)(F)F)cc1,102,-0.3

Other results
SMILES	PV pol inh	PV pol inh FP z-score
COC(=O)c1cc(NC(=O)CCc2c(C)nc3c(c(C)nn3C(C)(C)C)c2C)cc(C(=O)OC)c1	104	-0.8
Cc1ccc(N(CC(=O)NCc2cccs2)S(=O)(=O)c2cccs2)cc1	104	0.9
CC1CCN(S(=O)(=O)c2ccc(C(=O)NCc3ccco3)cc2)CC1	89*	-1.3*
CCSc1nnc(CSc2nc(C)cc(C)n2)n1-c1ccccc1	102	0
O=C1Nc2ccccc2C12Nc1ccccc1CO2 (configuration not stated)	104	0.5
Cc1ccc(Cl)cc1NC(=O)CCCn1c(=O)c2cccn2c2cccnc21	102	-1
COC(=O)c1sccc1-c1ccc(/C=N/OC(=O)c2cccs2)o1	103	0.4
O=C(CSc1nnc(Cc2ccccc2)n1Cc1ccco1)NC1CCCC1	100	-0.2
O=C(Nc1ccccc1)N(CCc1ccncc1)C1CCCCC1	98	-0.9
Cc1ccccc1NC(=O)c1sc2nc3c(cc2c1N)CCCC3	114	0.5
Cc1nc2c(C(=O)O)cnn2c(C)c1Cc1ccccc1	109	0.1
c1ccc2c(CSc3nc4ccccc4o3)cccc2c1	102	-0.2
COc1ccc(Cl)cc1NC(=O)CCN1C(=O)c2ccccc2Sc2ncccc21	107	0
COc1cc(OC)c(NC(=O)Cn2cnc3sc(C)c(S(=O)(=O)N4CCC(C)CC4)c3c2=O)cc1Cl	108	0.5
COc1ccc(NC(=O)Cn2nnc(C(=O)Nc3ccc(F)c(Cl)c3)c2N)cc1OC	102	-0.1
CC(C)Cn1c(SCC(=O)N2CCc3ccccc32)nc2ccccc2c1=O	100	-0.4
Cc1ccc(CN2CCN(C3CCNCC3)C(=O)C2=O)cc1	113	1.6
CC(C)CC(=O)Nc1ccccc1OCc1cc(=O)n2ccccc2n1	100	-1.2
c1ccc(CSc2nnc(CCCCc3nnc(SCc4ccccc4)o3)o2)cc1	97	-1.1
COc1ccc(C(=O)c2cn(Cc3ccccc3F)c3cc4c(cc3c2=O)OCO4)cc1	107	-0.1

Two entries picked at random from the list so far, as already listed:
SMILES	PV pol inh	PV pol inh FP z-score
COc1ccc(C(=O)c2cn(Cc3ccccc3F)c3cc4c(cc3c2=O)OCO4)cc1	107	-0.1
Cc1nc2c(C(=O)O)cnn2c(C)c1Cc1ccccc1	109	0.1

Continued.
SMILES	PV pol inh	PV pol inh FP z-score
Cc1cccc(CNC(=O)c2oc3c(c2C)-c2nn(Cc4ccccc4Cl)cc2CC3)c1	103	-0.7
FC(F)(F)c1cccc(-n2cncn2)n1	101	0
CCC(=O)Nc1ccc(C(=O)CSc2nnc(-c3ccc(O)cc3)n2CC2CCCO2)cc1 (configuration not stated)	101	-0.1
CCC(=O)Nc1ccc(C(=O)N2CCCCC2C)cc1 (configuration not stated)	100	-0.6
Cc1ccc(S(=O)(=O)NC(=O)N2c3ccccc3CCc3ccccc32)cc1	104	0.7
CCCCN1Cc2c(n(CC(=O)c3ccccc3)c3cc(-c4ccccc4)nn3c2=O)C1=O	104	0.8
CS(=O)(=O)Nc1ccc2c3c(cccc13)CC2	111	0.8
Cc1ccc(-c2onc(C)c2C)cc1S(=O)(=O)Nc1ccc(Cl)cn1	108	0.2
Cc1nn(C(=O)c2cccc(Cl)c2)c(C)c1S(=O)(=O)N1CCOCC1	111	0.9
CCOc1ccc(CCNC(=O)COc2cccc(-n3cnnn3)c2)cc1OCC	96	-0.6
NC(=S)CCN1C(=O)c2ccccc2C1=O	101	0.1
Cc1ccc(S(=O)(=O)N(CCC#N)Cc2ccccc2)cc1	105	0.8
COc1cccc(NS(=O)(=O)c2ccc3c(c2)CCCN3C(=O)C2CCC2)c1	111	1
Cc1cc(C)cc(Oc2coc3cc(OCC(=O)NCc4ccccc4)ccc3c2=O)c1	105	0.7
CC1=NN(C(=S)c2ccccc2)C(C)(O)C1 (configuration not stated)	103	0.4
COc1ccc(NC(=O)CSc2nc3ccccc3c(=O)n2CCC(=O)NC2CCCCC2)c(OC)c1	103	-0.7
CCCNC(=O)C1CN(S(=O)(=O)c2ccc(C)cc2)c2ccccc2O1 (configuration not stated)	104	0.2
CC(C)(C)c1ccc2c(c1)N(CC(=O)NCCCN1CCN(c3ccccc3F)CC1)C(=O)CO2	112	0.4
CC(C)C(NC(=O)c1ccc(C(C)(C)C)cc1)C(=O)N1CCC1 (configuration not stated)	99	-0.2

These rows are one share of the data (hit frequency here may not be typical).
